PAD4 inh: PAD4 (human) enzyme inhibition | Q9UM07 | recombinant PAD4, RCA probe fluorescence polarization | inhibition, % at 6.36 µM | 330,000 compounds, 0.41% hits | AID 485272;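 active = percent inhibition above a cutoff equal to the mean of all tested compounds plus 3 SD, cut at about 15% in these data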;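 also: 0% = PAD4 with RCA probe and DMSO and 100% = probe without PAD4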
Target sequence (Q9UM07 whole entry, looked up): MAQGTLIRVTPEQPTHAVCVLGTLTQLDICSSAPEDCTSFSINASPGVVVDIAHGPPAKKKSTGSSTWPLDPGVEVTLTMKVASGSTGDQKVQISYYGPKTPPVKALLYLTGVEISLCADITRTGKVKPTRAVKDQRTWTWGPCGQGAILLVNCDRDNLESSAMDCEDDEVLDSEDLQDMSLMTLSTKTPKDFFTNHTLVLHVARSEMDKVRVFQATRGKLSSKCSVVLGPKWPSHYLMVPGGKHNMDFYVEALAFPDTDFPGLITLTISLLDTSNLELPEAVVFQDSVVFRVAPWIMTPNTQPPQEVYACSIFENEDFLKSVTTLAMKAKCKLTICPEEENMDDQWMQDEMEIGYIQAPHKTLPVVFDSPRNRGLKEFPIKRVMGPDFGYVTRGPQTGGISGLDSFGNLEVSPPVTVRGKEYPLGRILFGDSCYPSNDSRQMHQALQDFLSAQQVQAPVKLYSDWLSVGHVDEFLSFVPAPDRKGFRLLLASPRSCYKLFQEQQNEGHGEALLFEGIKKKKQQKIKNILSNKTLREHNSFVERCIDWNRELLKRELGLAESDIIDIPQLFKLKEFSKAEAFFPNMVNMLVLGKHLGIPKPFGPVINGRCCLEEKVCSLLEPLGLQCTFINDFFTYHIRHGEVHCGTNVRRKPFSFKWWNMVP
GSTO1 inh: blocks human GSTO1 in RBBP9 counter-screen; AID 1974; P78417; recombinant GSTO1, activity-based probe fluorescence polarization; 300,000 compounds, 1.1% hits; inhibition, % at 5.96 µM;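 active = inhibition above the campaign mean inhibition plus 3 SD, cut at about 35% in these data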;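 also: 0% = GSTO1-1 with DMSO and 100% = wells lacking GSTO1-1 enzyme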
PAFAH1B3 inh: PAFAH1B3 (human) inhibition; Q15102; recombinant PAFAH1B3, FP-rhodamine probe, fluorescence polarization; inhibition, % at 3.39 µM; 340,000 compounds, 0.28% hits; AID 492972;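 active = inhibition above the screen-wide average of all tested compounds plus 3 SD, cut at about 25% in these data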;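 also: 0% = enzyme with DMSO only and 100% = wells lacking PAFAH1B3 protein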
PME-1 primary: PME-1 (human) inhibition | Q9Y570 | recombinant PME-1, FP-Rh probe fluorescence polarization | inhibition, % at 5.9 µM | 320,000 compounds, 0.53% hits | AID 2130;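 active = inhibition above the campaign mean of all compounds plus 3 SD, cut at about 26% in these data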;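 also: competitive labeling of PME-1 active site by serine hydrolase directed probe; 0% = PME-1 with DMSO and 100% = wells lacking PME-1 enzyme; inhibitors block probe labeling so polarization falls and inhibition rises; many of its hits are not listed in these tables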
LYPLA2 counter: blocks human lysophospholipase 2, a PME1 counter-screen; O95372; recombinant LYPLA2, FP-Rh probe fluorescence polarization; inhibition, % at 5.9 µM; 320,000 compounds, 0.38% hits; AID 2177;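 active = inhibition above the screen-wide mean plus 3 SD, limit set per campaign, cut at about 26% in these data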;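 also: 0% = LYPLA2 with DMSO and 100% = wells lacking LYPLA2 enzyme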
Target sequence (O95372 whole entry, looked up): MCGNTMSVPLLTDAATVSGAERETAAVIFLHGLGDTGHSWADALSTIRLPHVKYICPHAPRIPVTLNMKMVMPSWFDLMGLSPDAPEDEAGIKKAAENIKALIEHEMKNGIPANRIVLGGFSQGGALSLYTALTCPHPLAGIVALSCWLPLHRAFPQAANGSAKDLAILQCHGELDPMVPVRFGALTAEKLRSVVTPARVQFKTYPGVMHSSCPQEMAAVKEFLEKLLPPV
LYPLA1 counter: LYPLA1 (human) inhibition in PME1 counter-screen; O75608; recombinant LYPLA1, FP-Rh probe fluorescence polarization; inhibition, % at 5.9 µM; 320,000 compounds, 0.16% hits; AID 2174;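 active = inhibition above the mean of all tested compounds plus 3 SD, set per campaign, cut at about 14% in these data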;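 also: inhibitors block serine hydrolase probe labeling of LYPLA1 so polarization falls; 0% = enzyme with DMSO and 100% = wells lacking LYPLA1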
PAFAH1B2 FP inh: PAFAH1B2 (human) inhibition; P68402; recombinant PAFAH1B2, FP-rhodamine activity probe, fluorescence polarization; inhibition, % at 3.39 µM; 340,000 compounds, 1.2% hits;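 active = inhibition above the mean of all tested compounds plus 3 SD, cut at about 24% in these data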;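 also: 0% = enzyme with DMSO and 100% = wells lacking PAFAH1B2; many of its hits are not listed in these tables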
PAFAH2 FP inh: inhibitors of human PAFAH2 | recombinant PAFAH2, FP-rhodamine activity probe, fluorescence polarization | Q99487 | inhibition, % at 3.39 µM | AID 492956 | 340,000 compounds, 0.99% hits;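 active = inhibition above the mean over all tested compounds plus 3 SD, cut at about 30% in these data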;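 also: inhibitors block probe labeling of enzyme so polarization drops; 0% = enzyme with DMSO and 100% = wells lacking PAFAH2 protein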
pPAFAH inh: pPAFAH (human) enzyme inhibition; Q13093; recombinant pPAFAH, FP-rhodamine probe fluorescence polarization; inhibition, % at 3.39 µM; 330,000 compounds, 1.5% hits; AID 463082;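 active = inhibition above the mean inhibition across the screen plus 3 SD, cut at about 25% in these data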;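 also: inhibitors block binding of the rhodamine activity-based probe so polarization drops; 0% = enzyme with DMSO and 100% = wells lacking pPAFAH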
The depositor's hits bear a star; nt = not tested or not shown. The list is partial (hit frequency here may not be typical).

The line under a structure holds: PAD4 inh, GSTO1 inh, PAFAH1B3 inh, PME-1 primary, LYPLA2 counter, LYPLA1 counter, PAFAH1B2 FP inh, PAFAH2 FP inh, pPAFAH inh
1) COc1ccccc1/C=C/C=N/N1CCN(Cc2ccc(Cl)cc2)CC1
  -1, 2, 4, 1, 21, 19*, 3, 0, 5
2) Cc1ccc(CN2CCNC(=O)C2CC(=O)N(C)Cc2cnccn2)cc1 (stereo not given)
  -4, 2, 8, -2, -2, 1, 2, 5, -4
3) Nc1nc(SCc2ccc(Br)cc2)n[nH]1
  0, -4, 14, 4, -8, -1, 15, 1, 4
4) Cc1cc(Br)ccc1NC(=O)C1C2CCC(O2)C1C(=O)O (stereo not given)
  1, 6, 6, 0, 3, 2, 1, 4, 1
5) CC(Sc1nnc(-c2ccccc2)c(-c2ccccc2)n1)C(=O)Nc1ncc(Cl)cc1Cl (stereo not given)
  -3, -1, 4, -1, -9, -1, 13, -2, 1
6) COc1cc(OC)cc(C(=O)Nc2ccccc2-c2nnn(CC(N)=O)n2)c1
  -2, 0, 0, -3, 0, -2, 2, -7, -5
7) CCOC(=O)N1CCN(C(=O)c2ccccc2Oc2ccccc2)CC1
  -4, -1, 6, 4, 7, -1, 3, 7, 7
8) Nc1nonc1-n1nnc(C(=O)N/N=C/C2CCCCC2)c1-c1ccccc1
  4, 6, 2, 2, 4, -2, 8, 3, 5
9) CN(C(=O)COc1ccc(Cl)cc1)C1(C)CCS(=O)(=O)C1 (stereo not given)
  -8, -8, 3, 0, -4, 2, 6, -2, -4
10) Cc1nc2ccccc2n1CCc1ccccc1
  2, -4, 7, -5, 8, 4, 8, 4, 2

(list continues)
The line under a structure holds: PAD4 inh, GSTO1 inh, PAFAH1B3 inh, PME-1 primary, LYPLA2 counter, LYPLA1 counter, PAFAH1B2 FP inh, PAFAH2 FP inh, pPAFAH inh
11) Cc1ccccc1Cn1c(-c2cncs2)nc2ccccc21
  -2, -3, -4, -3, 1, 2, -4, -2, 3
12) C/C(Cc1ccccc1)=N\NC(=O)c1cc(C(C)(C)C)[nH]n1
  0, 1, -6, -10, -8, -4, 4, -6, -1
13) O=C(C[C@H]1C/C=C\C[C@H](Cc2ccc(F)cc2)C(=O)O[C@@H](c2ccccc2)CNC1=O)NCCO
  5, nt, 13, nt, nt, nt, 12, 5, 4
14) CC(C)CC1(C)NC(=O)N(CC(=O)Nc2ccc3c(c2)OCCO3)C1=O (stereo not given)
  0, nt, 2, nt, nt, nt, 4, 0, 5
15) COc1ccc(NC(=O)Nc2ccc3c(c2)C(=O)N([C@H](C)CO)C[C@H](C)[C@@H](CN(C)C(=O)NC2CCCCC2)O3)cc1
  -5, nt, 6, nt, nt, nt, 10, -8, 1
16) CN(C(=O)COC(=O)c1ccc(=O)n(Cc2ccccc2)n1)c1ccccc1
  -3, 0, 12, -2, 2, 4, 7, -9, 5
17) O=C(NCC1CCCO1)c1cc(C(=O)C2CC2)c[nH]1 (stereo not given)
  -2, 3, 1, -10, -1, -1, -1, -1, -7
18) CC(C)CNC(CC(=O)Nc1cccc([N+](=O)[O-])c1)C(=O)O (stereo not given)
  -4, -1, 12, -3, 5, 1, 2, 4, 2
19) CCNC(=S)Nc1ccc(Cl)cc1Cl
  1, 10, 5, -10, -1, -1, 4, -2, -3
20) O=C(Nc1ccc(Br)cc1)Nc1ccccc1Cl
  -7, 2, 8, -12, -6, -2, 0, -7, -3

Further records:
The line under a structure holds: PAD4 inh, GSTO1 inh, PAFAH1B3 inh, PME-1 primary, LYPLA2 counter, LYPLA1 counter, PAFAH1B2 FP inh, PAFAH2 FP inh, pPAFAH inh
21) COc1cc(C(=O)OCC(=O)NCC2CCCO2)cc(OC)c1OC (stereo not given)
  -5, nt, 4, nt, nt, nt, 2, -4, 1
22) CC1c2[nH]c3ccccc3c2CCN1S(C)(=O)=O (stereo not given)
  4, 3, 12, 0, 0, 0, 6, 6, 6
23) O=[N+]([O-])c1ccc2nc(-c3ccc(Cl)cc3)n(OCc3ccccc3)c2c1
  -3, -5, -3, 3, -4, -4, -3, -14, 1
24) O=C(Nc1cccc(Cl)c1)OCc1cnc(Cl)s1
  -3, -3, 2, -4, -6, -8, 3, 2, 0
25) COc1cccc(C2C(C(C)=O)=C(O)C(=O)N2Cc2ccco2)c1 (stereo not given)
  -11, -6, 17, 0, 4, -2, 8, -1, 0
26) O=C(NCCCn1ccnc1)c1ccco1
  -5, 3, -1, -5, 3, 2, 4, 1, 4
27) COc1cccc(CC(NC(C)=O)C(=O)NC2CCN(S(=O)(=O)c3ccc(C)cc3)CC2)c1OC (stereo not given)
  -4, -1, 3, 1, -6, 2, 0, 2, 1
28) CC(=O)Nc1ccc(S(=O)(=O)N2CCN(C(=O)c3ccccc3F)CC2)cc1
  1, 2, 9, 11, 2, -2, 7, 5, -5
29) COC(=O)C1CCCN1C(=O)COc1ccc(Cl)cc1Br (stereo not given)
  -10, -1, 0, -4, -2, -1, 8, 9, -3
30) Cc1ccc(N2C(=NC(=O)c3ccccc3)SC3CS(=O)(=O)CC32)cc1 (stereo not given)
  3, 4, -2, 6, -6, 2, 3, -2, -6

Retrieved one by one from the list above:
The line under a structure holds: PAD4 inh, GSTO1 inh, PAFAH1B3 inh, PME-1 primary, LYPLA2 counter, LYPLA1 counter, PAFAH1B2 FP inh, PAFAH2 FP inh, pPAFAH inh
23) O=[N+]([O-])c1ccc2nc(-c3ccc(Cl)cc3)n(OCc3ccccc3)c2c1
  -3, -5, -3, 3, -4, -4, -3, -14, 1
27) COc1cccc(CC(NC(C)=O)C(=O)NC2CCN(S(=O)(=O)c3ccc(C)cc3)CC2)c1OC (stereo not given)
  -4, -1, 3, 1, -6, 2, 0, 2, 1
16) CN(C(=O)COC(=O)c1ccc(=O)n(Cc2ccccc2)n1)c1ccccc1
  -3, 0, 12, -2, 2, 4, 7, -9, 5

Going on with the list.
nr | molecule | PAD4 inh | GSTO1 inh | PAFAH1B3 inh | PME-1 primary | LYPLA2 counter | LYPLA1 counter | PAFAH1B2 FP inh | PAFAH2 FP inh | pPAFAH inh
31 | CCOC(=O)Nc1cccc(OCC(=O)Nc2ccccc2OCC)c1 | 1 | -1 | 2 | -1 | 6 | 0 | -1 | 1 | 0
32 | CC(=O)c1ccc(-c2ccc([C@H]3[C@@H]4C=CCC[C@@]4(C)C(=O)N3Cc3ccccc3)c(F)c2)cc1 | -2 | -9 | -4 | -8 | -5 | -3 | 4 | -4 | 7
33 | Cc1onc(-c2ccccc2Cl)c1C(=O)OCC(=O)c1ccc2c(c1)OCCO2 | 5 | 3 | 10 | -4 | -1 | -3 | -4 | -2 | 4
34 | CC(OC(=O)CNC(=O)c1cccc(F)c1)C(=O)NC1CCCCC1C (stereo not given) | -5 | 3 | 3 | 0 | -8 | -2 | 5 | 1 | -1
35 | CCCOc1ccc(N2C(=O)CC(N(Cc3ccc(OC)cc3)C(=S)Nc3ccccc3)C2=O)cc1 (stereo not given) | -4 | -1 | -10 | -13 | -4 | -4 | -6 | -29 | 6
36 | CC1=CC(c2ccccc2)n2nc(NC(=O)CCCC(=O)O)nc2N1 (stereo not given) | 2 | 5 | 5 | -7 | -2 | -1 | -1 | -2 | 1
37 | CC1Sc2ccc(S(=O)(=O)CCC(=O)Nc3ccccn3)cc2NC1=O (stereo not given) | 3 | -1 | 2 | 2 | 0 | 1 | 4 | -4 | 2
38 | C#CCOCCOCCOCCNc1nc(N2CCN(C(=O)C(CCC(=O)O)n3cc(C(N)CC(C)C)nn3)CC2)nc(N2CCN(C(=O)C(Cc3cc4ccccc4[nH]3)n3cc(C(N)Cc4ccc(O)cc4)nn3)CC2)n1 (stereo not given) | 0 | 3 | 10 | 0 | 0 | 1 | 5 | -4 | 7

Structures above that have an NH in an aromatic ring (five):
nr | molecule | PAD4 inh | GSTO1 inh | PAFAH1B3 inh | PME-1 primary | LYPLA2 counter | LYPLA1 counter | PAFAH1B2 FP inh | PAFAH2 FP inh | pPAFAH inh
3 | Nc1nc(SCc2ccc(Br)cc2)n[nH]1 | 0 | -4 | 14 | 4 | -8 | -1 | 15 | 1 | 4
12 | C/C(Cc1ccccc1)=N\NC(=O)c1cc(C(C)(C)C)[nH]n1 | 0 | 1 | -6 | -10 | -8 | -4 | 4 | -6 | -1
17 | O=C(NCC1CCCO1)c1cc(C(=O)C2CC2)c[nH]1 (stereo not given) | -2 | 3 | 1 | -10 | -1 | -1 | -1 | -1 | -7
22 | CC1c2[nH]c3ccccc3c2CCN1S(C)(=O)=O (stereo not given) | 4 | 3 | 12 | 0 | 0 | 0 | 6 | 6 | 6
38 | C#CCOCCOCCOCCNc1nc(N2CCN(C(=O)C(CCC(=O)O)n3cc(C(N)CC(C)C)nn3)CC2)nc(N2CCN(C(=O)C(Cc3cc4ccccc4[nH]3)n3cc(C(N)Cc4ccc(O)cc4)nn3)CC2)n1 (stereo not given) | 0 | 3 | 10 | 0 | 0 | 1 | 5 | -4 | 7
